Screening data deposited in PubChem by Broad Institute.
NFkB SMM: binders of human NF-kappa-B p105; Small molecule microarray, anti-His fluorescence binding; calls only; 17,000 compounds, 1.3% hits; P19838;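 active = spot fluorescence over background significantly raised, with a chance value under 7% in all four replicate spots of the compound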;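 also: probe protein is his-tagged human p50 processed subunit at 1 µg/ml; raw spot fluorescence signals with no normalization applied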
Target sequence (P19838 1-433 limits assumed): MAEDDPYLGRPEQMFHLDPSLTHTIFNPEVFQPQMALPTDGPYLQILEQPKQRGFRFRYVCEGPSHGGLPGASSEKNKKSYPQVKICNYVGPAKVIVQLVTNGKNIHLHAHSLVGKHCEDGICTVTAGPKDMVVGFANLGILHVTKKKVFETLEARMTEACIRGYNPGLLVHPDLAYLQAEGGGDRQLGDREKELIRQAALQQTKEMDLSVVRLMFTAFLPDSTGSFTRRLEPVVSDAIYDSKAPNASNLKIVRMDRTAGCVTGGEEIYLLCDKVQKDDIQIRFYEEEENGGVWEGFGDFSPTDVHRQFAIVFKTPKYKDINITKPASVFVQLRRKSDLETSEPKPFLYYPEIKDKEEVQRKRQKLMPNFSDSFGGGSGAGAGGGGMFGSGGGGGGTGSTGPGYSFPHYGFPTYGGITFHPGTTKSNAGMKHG
Calls only; i = inactive; + = active, no number. Some of the compounds tested, so the mix of outcomes need not match the whole.

SMILES	NFkB SMM
CC(C)NC(=O)N(C)C[C@H]1OCCCC[C@@H](C)Oc2ccc(NC(=O)Nc3ccc4c(c3)OCO4)cc2C(=O)N([C@@H](C)CO)C[C@H]1C	i
Cc1noc(C)c1S(=O)(=O)N(C)C[C@H]1Oc2ccc(NC(=O)NC(C)C)cc2CC(=O)N([C@@H](C)CO)C[C@H]1C	i
COc1ccc(NC(=O)Nc2ccc3c(c2)C(=O)N([C@@H](C)CO)C[C@@H](C)[C@H](CN(C)C(=O)Nc2ccc4c(c2)OCO4)O3)cc1	i
CC(=O)Nc1c(O)nc(SCC(=O)N2CCN(c3ccc(F)cc3)CC2)[nH]c1=O	i
C[C@H](CO)N1C[C@H](C)[C@@H](CN(C)C)Oc2c(NC(=O)Nc3ccc(F)cc3)cccc2C1=O	i
C[C@@H]1CN([C@@H](C)CO)C(=O)c2cc(NS(=O)(=O)c3cn(C)cn3)ccc2O[C@@H](C)CCCCO[C@H]1CN(C)C	i
CC(Sc1nc2c(c(=O)n(C)c(=O)n2C)n1Cc1ccc(Cl)cc1Cl)C(=O)O (centres undefined)	i
C[C@H](CO)N1C[C@H](C)[C@@H](CN(C)S(=O)(=O)c2cccs2)Oc2c(NC(=O)c3ccc(-c4nccs4)cc3)cccc2C1=O	i
Cc1noc(C)c1S(=O)(=O)Nc1cccc2c1O[C@@H](CN(C)C(=O)NC1CCCCC1)[C@@H](C)CN([C@@H](C)CO)C2=O	i
CCOC(=O)c1c(NC(=O)COc2ccc(F)cc2)sc2c1CCCC2	i
O=S(=O)(NC1CCN(Cc2cccc(OCCO)c2)CC1)c1cc(C(F)(F)F)ccc1Cl	i
O=C(OC[C@H]1O[C@@H](Oc2ccc(O)cc2)[C@H](O)[C@@H](O)[C@@H]1O)c1ccc(O)cc1	i
C[C@@H]1CN([C@H](C)CO)C(=O)c2cccc(N(C)C)c2O[C@H]1CN(C)S(=O)(=O)c1ccccc1	i
CC(NC(=O)Cc1cc(F)cc(F)c1)C(=O)NC(C(=O)OC(C)(C)C)c1ccccc1 (centres undefined)	i
C[C@@H]1CN([C@@H](C)CO)C(=O)c2cc(NC(=O)Nc3ccc(C(F)(F)F)cc3)ccc2O[C@H]1CN(C)S(=O)(=O)c1ccc(F)cc1	i
C[C@H](CO)N1C[C@H](C)[C@@H](CN(C)C(=O)NC2CCCCC2)Oc2ccc(NC(=O)Nc3cccc4ccccc34)cc2CC1=O	i
NC(=O)c1c(NC(=O)C2CC(=O)N(c3ccccc3)C2)sc2c1CCCC2 (centres undefined)	i
CSc1nc(C)cc(OCC(=O)Nc2ccc(Cl)cc2)n1	i
C[C@@H]1CN([C@@H](C)CO)C(=O)c2cccc(NC(=O)C3CCOCC3)c2O[C@@H]1CN(C)Cc1ccc(C(=O)O)cc1	i
C[C@@H]1CN([C@@H](C)CO)C(=O)c2cc(NC(=O)Nc3cccc4ccccc34)ccc2O[C@@H](C)CCCCO[C@H]1CN(C)Cc1ccc2c(c1)OCO2	i
C[C@@H]1CN([C@@H](C)CO)C(=O)c2cc(NC(=O)Nc3ccc4c(c3)OCO4)ccc2O[C@H]1CN(C)C(=O)NC1CCCCC1	i
C[C@H](CO)N1C[C@H](C)[C@H](CN(C)Cc2ccc(C(=O)O)cc2)Oc2c(NC(=O)C3CCOCC3)cccc2C1=O	i
C[C@H]1CCCCO[C@@H](CN(C)Cc2ccccc2)[C@@H](C)CN([C@@H](C)CO)C(=O)c2cc(NC(=O)Nc3ccc4c(c3)OCO4)ccc2O1	i
COc1ccc2[nH]c(C(=O)c3ccccc3)cc2c1	i
C[C@@H]1CCCCO[C@@H](CN(C)Cc2ccc(C(=O)O)cc2)[C@H](C)CN([C@H](C)CO)C(=O)c2cc(NC(=O)C3CCCCC3)ccc2O1	i

Next results.
SMILES	NFkB SMM
C[C@@H]1CCCCO[C@@H](CN(C)Cc2ccc3c(c2)OCO3)[C@@H](C)CN([C@H](C)CO)C(=O)c2cc(NC(=O)CCCN(C)C)ccc2O1	i
C[C@@H]1CCCCO[C@H](CN(C)C(=O)C2CCCCC2)[C@H](C)CN([C@H](C)CO)C(=O)c2cc(N(C)C)ccc2O1	i
C[C@@H]1CN([C@@H](C)CO)C(=O)c2cccc(NS(=O)(=O)c3cn(C)cn3)c2O[C@@H]1CN(C)C(=O)Nc1ccc(C(F)(F)F)cc1	i
Cc1noc(C)c1NC(=O)Nc1cccc2c1O[C@@H](CN(C)S(=O)(=O)c1cccs1)[C@H](C)CN([C@H](C)CO)C2=O	i
CC1(C)CC(=O)c2c(O)cc(OCC(=O)c3ccccc3)cc2O1	i
C[C@H]1CN([C@@H](C)CO)C(=O)CCCn2cc(nn2)CO[C@@H]1CN(C)C(=O)Nc1ccc(-c2cccs2)cc1	i
Cc1noc(C)c1NC(=O)N(C)C[C@@H]1Oc2ccc(NS(=O)(=O)c3cccs3)cc2CC(=O)N([C@H](C)CO)C[C@@H]1C	i
C[C@@H]1CN([C@H](C)CO)C(=O)c2cc(NC(=O)Cc3cn(C)c4ccccc34)ccc2O[C@H]1CN(C)C(=O)Nc1ccccc1	i
CC(=O)Nc1ccc(C(=O)Nc2ccc(S(=O)(=O)Nc3nccs3)cc2)cc1	i
C[C@@H]1CCCCO[C@@H](CN(C)C(=O)C2CCCCC2)[C@H](C)CN([C@@H](C)CO)C(=O)c2cc(NS(=O)(=O)c3cccs3)ccc2O1	i
C[C@H](CO)N1C[C@H](C)[C@H](CN(C)S(=O)(=O)c2cn(C)cn2)Oc2c(NS(C)(=O)=O)cccc2C1=O	i
C[C@@H]1CN([C@@H](C)CO)C(=O)Cc2cc(NS(C)(=O)=O)ccc2O[C@@H]1CN(C)Cc1ccc(-c2ccccc2)cc1	i
C[C@@H]1CN([C@@H](C)CO)C(=O)c2cc(NC(=O)CCCN(C)C)ccc2O[C@@H]1CN(C)C(=O)Nc1cccc2ccccc12	i
CCOC(=O)Nc1ccc2c(c1)nc(CN1CCOCC1)n2C	i
COc1cc(OC)c(C(=O)CCCCN2CCC3(CC2)NC(=O)NC3=O)cc1NS(=O)(=O)c1ccc(C(F)(F)F)cc1	i
Cc1cc(C)c(C#N)c(SCC(O)CNc2ccc(Cl)cc2)n1 (centres undefined)	i
C[C@H]1CN([C@@H](C)CO)C(=O)Cc2cc(NC(=O)CCC(F)(F)F)ccc2O[C@@H]1CN(C)S(=O)(=O)c1cccs1	i
C[C@@H]1CN([C@@H](C)CO)C(=O)c2cc(NC(=O)C3CC3)ccc2O[C@@H]1CN(C)S(=O)(=O)c1cccs1	i
C[C@@H]1CN([C@@H](C)CO)C(=O)CCCn2nncc2CO[C@@H]1CN(C)Cc1ccccc1	i
C[C@@H]1CN([C@@H](C)CO)C(=O)CCCn2nncc2CO[C@@H]1CN(C)C(=O)Nc1ccccc1F	i
Cc1noc(C)c1S(=O)(=O)N(C)C[C@@H]1Oc2ccc(NS(=O)(=O)c3ccc(Cl)cc3)cc2CC(=O)N([C@H](C)CO)C[C@@H]1C	i
COCCOC(=O)N1C(=O)[C@@]2(c3cc(C#CC4(O)CCCCCC4)ccc31)[C@H](c1ccc(O)cc1)N1[C@H](c3ccccc3)[C@H](c3ccccc3)OC(=O)[C@H]1[C@@H]2C(=O)N1CCN(c2ncccn2)CC1	i
Cc1cc(NC(=O)c2cc(-c3ccccc3)on2)n(-c2ccccc2)n1	i
C[C@H](CO)N1C[C@H](C)[C@H](CN(C)C(=O)Nc2ccccc2)OCCCC[C@H](C)Oc2ccc(NS(=O)(=O)c3ccccc3)cc2C1=O	i
C[C@@H]1CN([C@@H](C)CO)C(=O)c2cc(NS(=O)(=O)c3cccs3)ccc2O[C@H]1CN(C)CC1CC1	i

Four compounds out of the list, ordered by molar mass, lowest first.
SMILES	NFkB SMM
C[C@@H]1CN([C@@H](C)CO)C(=O)CCCn2nncc2CO[C@@H]1CN(C)C(=O)Nc1ccccc1F	i
C[C@@H]1CN([C@@H](C)CO)C(=O)Cc2cc(NS(C)(=O)=O)ccc2O[C@@H]1CN(C)Cc1ccc(-c2ccccc2)cc1	i
C[C@@H]1CCCCO[C@@H](CN(C)C(=O)C2CCCCC2)[C@H](C)CN([C@@H](C)CO)C(=O)c2cc(NS(=O)(=O)c3cccs3)ccc2O1	i
C[C@H](CO)N1C[C@H](C)[C@H](CN(C)C(=O)Nc2ccccc2)OCCCC[C@H](C)Oc2ccc(NS(=O)(=O)c3ccccc3)cc2C1=O	i

(cont.)
SMILES	NFkB SMM
C[C@H]1CN([C@@H](C)CO)C(=O)c2cccc(NS(=O)(=O)c3ccc(Cl)cc3)c2O[C@H]1CN(C)Cc1ccc(C(=O)O)cc1	i
C[C@H]1CCCCO[C@@H](CN(C)Cc2ccc(C(F)(F)F)cc2)[C@@H](C)CN([C@@H](C)CO)C(=O)c2cc(NS(C)(=O)=O)ccc2O1	i
C[C@H](CO)N1C[C@H](C)[C@@H](CN(C)C)Oc2c(NC(=O)Nc3ccccc3)cccc2C1=O	i
C[C@@H]1CCCCO[C@@H](CN(C)C)[C@@H](C)CN([C@H](C)CO)C(=O)c2cc(NC(=O)c3ccccc3)ccc2O1	i
C[C@H]1CCCCO[C@@H](CN(C)C(=O)Nc2cccc3ccccc23)[C@@H](C)CN([C@@H](C)CO)C(=O)c2cc(NC(=O)c3ccncc3)ccc2O1	i
Cc1noc(C)c1NC(=O)N(C)C[C@H]1Oc2c(NC(=O)c3ccc(-c4nccs4)cc3)cccc2C(=O)N([C@@H](C)CO)C[C@H]1C	i
COc1ccccc1CC(CC(=O)O)C(=O)O (centres undefined)	+
CCc1ccc(CCC(=O)Nc2sc3c(c2C#N)CCCC3)o1	i
COc1ccccc1NC(=O)Cn1nc(C)c([N+](=O)[O-])c1C	i
Cc1noc(C)c1S(=O)(=O)N(C)C[C@H]1OCCCC[C@@H](C)Oc2ccc(NC(=O)NC3CCCCC3)cc2C(=O)N([C@@H](C)CO)C[C@@H]1C	i
C[C@H]1CN([C@@H](C)CO)C(=O)c2cccc(NC(=O)c3ccncc3)c2O[C@@H]1CN(C)Cc1ccc2c(c1)OCO2	i
O=C(O)CNS(=O)(=O)c1cc(Cl)c(Cl)cc1Cl	+
Cc1noc(C)c1NC(=O)N(C)C[C@@H]1Oc2c(NC(=O)c3ccncc3)cccc2C(=O)N([C@@H](C)CO)C[C@H]1C	i
C[C@@H]1CN([C@@H](C)CO)C(=O)c2cc(N(C)C)ccc2O[C@@H]1CN(C)S(=O)(=O)c1ccccc1	i
COc1ccc2ncnc(NCc3ccc4c(c3)OCO4)c2c1	i
C[C@@H]1CN([C@@H](C)CO)C(=O)Cc2cc(NC(=O)Nc3cccc4ccccc34)ccc2O[C@@H]1CN(C)CC1CC1	i
COc1ccc(S(=O)(=O)N(C)C[C@H]2Oc3c(NC(=O)C4CC4)cccc3C(=O)N([C@H](C)CO)C[C@H]2C)cc1	i
C[C@@H]1CN([C@H](C)CO)C(=O)Cc2cc(NS(=O)(=O)c3ccccc3)ccc2O[C@H]1CN(C)C(=O)Nc1ccc2c(c1)OCO2	i
Cc1ccc(S(=O)(=O)NCCSc2ncc(-c3ccc([N+](=O)[O-])cc3)[nH]2)cc1	i
Cn1nnnc1SCC(=O)Nc1ccc(Oc2ccccc2)cc1	i
C[C@H](CO)N1C[C@H](C)[C@H](CN(C)C(=O)Nc2ccc(F)cc2)Oc2ccc(NC(=O)Nc3ccc(F)cc3)cc2C1=O	i
O=C1c2ccccc2C(Cc2ccncc2)(Cc2ccncc2)c2ccccc21	i
CCc1cccc(C)c1NC(=O)CSc1nc2cc(C)cc(-n3nc4ccccc4n3)c2o1	i
C[C@H](CO)N1C[C@H](C)[C@@H](CN(C)C(=O)Nc2ccccc2)Oc2c(NC(=O)NC3CCCCC3)cccc2C1=O	i
COc1ccc(S(=O)(=O)Nc2cccc3c2O[C@@H](CN(C)S(=O)(=O)c2ccc(OC)cc2)[C@@H](C)CN([C@H](C)CO)C3=O)cc1	i

The closing 5 records of the part above come first, to join the parts:
SMILES	NFkB SMM
C[C@H](CO)N1C[C@H](C)[C@H](CN(C)C(=O)Nc2ccc(F)cc2)Oc2ccc(NC(=O)Nc3ccc(F)cc3)cc2C1=O	i
O=C1c2ccccc2C(Cc2ccncc2)(Cc2ccncc2)c2ccccc21	i
CCc1cccc(C)c1NC(=O)CSc1nc2cc(C)cc(-n3nc4ccccc4n3)c2o1	i
C[C@H](CO)N1C[C@H](C)[C@@H](CN(C)C(=O)Nc2ccccc2)Oc2c(NC(=O)NC3CCCCC3)cccc2C1=O	i
COc1ccc(S(=O)(=O)Nc2cccc3c2O[C@@H](CN(C)S(=O)(=O)c2ccc(OC)cc2)[C@@H](C)CN([C@H](C)CO)C3=O)cc1	i
C[C@@H]1CCCCO[C@@H](CN(C)Cc2ccc(C(=O)O)cc2)[C@@H](C)CN([C@H](C)CO)C(=O)c2cc(NS(=O)(=O)c3cccs3)ccc2O1	i
Cc1noc(C)c1NC(=O)N(C)C[C@H]1Oc2c(NC(=O)C3CCOCC3)cccc2C(=O)N([C@@H](C)CO)C[C@H]1C	i
O=c1c(OC2OC(CO)C(O)C(O)C2OC2OC(CO)C(O)C(O)C2OC2OC(CO)C(O)C(O)C2O)c(-c2ccc(O)c(O)c2)oc2cc(O)cc(O)c12 (centres undefined)	i
Cc1nc(S(=O)(=O)N[C@@H]2CCN(Cc3cccc(OCCO)c3)C2)cn1C	i
C[C@H]1CN([C@@H](C)CO)C(=O)c2cccc(NC(=O)C3CCOCC3)c2O[C@H]1CN(C)Cc1ccccc1	i
CC(C)NC(=O)Nc1ccc2c(c1)C(=O)N([C@@H](C)CO)C[C@H](C)[C@H](CN(C)C(=O)c1ccncc1)OCCCC[C@H](C)O2	i
O=S(=O)(Nc1ccc(Cl)cn1)c1cccc(S(=O)(=O)c2ccccc2)c1	i
Cc1ccc2[nH]c(=O)c(CN(C)S(C)(=O)=O)cc2c1	i
C[C@H](CO)N1C[C@H](C)[C@@H](CN(C)C(=O)Nc2ccccc2)OCCCC[C@H](C)Oc2ccc(NC(=O)C3CCCCC3)cc2C1=O	i
NS(=O)(=O)C#Cc1ccccc1	i
O=C1C[C@@H](c2ccc(O)cc2)Oc2cc(O)c([C@@H]3O[C@H](CO)[C@@H](O)[C@H](O)[C@H]3O)c(O)c21	i
COc1ccc(-c2cnc3c(c2)C(=O)N([C@H](C)CO)C[C@H](C)[C@H](CN(C)Cc2ccc4c(c2)OCO4)O3)cc1	i
CN(Cc1ccccc1)CC1CC(c2ccccc2)OC(c2ccc(NC(=O)CCCCCCC(=O)O)cc2)O1 (centres undefined)	i
